# BCR signal inh: qHTS Assay to Find Inhibitors of Chronic Active B-Cell Receptor Signaling; ABC-DLBCL IkBa-CBG/CBR reporter, luminescence ratio, 4 h; Potency, µM (series often up to 46.1 µM), without a hit: at the top dose ratio change, negative = lower green/red ratio, most hits filed as inhibitors; hit rate 0.05% among 340,000; AID 493014, 2011; active = well fitted inhibition curve with a large enough effect in the signal ratio, with a control signal flat, not every such curve was filed as active; inconclusive = small, poorly fitted or top-dose-only effect, or effect the other way, or a change in a side signal; the % refers to the signal ratio;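 note: potency is the fitted concentration of half-maximal effect; plate controls were basal doxycycline-induced cells for no effect and cells given 10 µM MG132 for full effect; MG132 reads +100%, hits lower the ratio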
#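 Cell line TMD8 (human ABC DLBCL), stably expressing tet-inducible CBG68-IkBa fusion and CBR; IMDM/0.5% FBS; cpd up to 46 uM; dox induction, 4 h, 37C/5% CO2; dual luminescence; green/red ratio; MG132 control.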
# B2AR arrestin: qHTS assay of beta-arrestin-biased ligands of beta2-adrenergic receptor | AID 492947, 2010 | hit rate 0.02% among 330,000 | beta-arrestin recruitment to beta2AR, cell-based reporter | Potency, µM (top dose mostly 46.1 µM), for inactives: top-dose activation, usual class: activators;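 note: potency is the fitted concentration of half-maximal effect; 0% = DMSO controls and full agonism = EC100 isoproterenol or metaproterenol; nearly all actives have a fitted effect of over 65% in size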
# Coupling enz: qHTS Assay for Inhibitors of Fructose-1,6-bisphosphate Aldolase from Giardia Lamblia: Coupling assay counterscreen | activity change, negative = inhibition, % at 58.2 µM, hits read low | AID 2472, 2010 | hit rate 0.67% among 290,000 | coupling enzyme system counterscreen, AmpLite Red fluorescence; in the data active = activity change below about -30%; note: % is set by controls: 0 for no effect and ±100 for the full control effect
#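 Fluorescence at 525 nm excitation and 598 nm emission measured inhibition of the coupled detection system without aldolase. Compounds (at 57.5 uM final) were preincubated 10 min at room temperature with coupling enzyme reagent before a 20 min substrate/AmpLite Red step.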
# GALK inh: qHTS Assay for Inhibitors of Human Galactokinase (GALK). P51570. Purified GALK, Kinase-Glo residual ATP luminescence. Potency, µM (series often up to 57.5 µM), for inactives: at the highest dose activity change, negative = inhibition, actives largely listed as inhibitors. hit rate 0.007% among 270,000. AID 1868, 2009; note: potency is the fitted concentration of half-maximal effect; % is set by controls: 0 for no effect and ±100 for the full control effect
#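 Kinase-Glo Plus luminescence measured ATP left after a 1 h room-temperature reaction. The reaction used 5 nM GALK, 100 uM galactose and 35 uM ATP at pH 8.0 (20 mM HEPES, 5 mM MgCl2, 60 mM NaCl, 1 mM DTT, 0.01% BSA).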
# TSG101-PTAP inh: qHTS Assay for Iinhibitors of HIV-1 Budding by Blocking the Interaction of PTAP/TSG101; 340,000 tested, under 10 active; Potency, µM (top dose mostly 115 µM), for inactives: at the highest dose activity change, negative = inhibition, most hits filed as inhibitors; Fluorescence polarization, FITC-PTAP peptide / Tsg101 binding; active = well fitted inhibition curve with a large enough effect in the main read-out, with a control signal flat, not every such curve was filed as active; inconclusive = small, poorly fitted or top-dose-only effect, or effect the other way, or a change in a side signal; inactive = no such curve, though single readings can be large or run the other way; note: potency is the fitted concentration of half-maximal effect; % of control where 0% means no effect
# Target sequence (Q99816 whole entry, looked up): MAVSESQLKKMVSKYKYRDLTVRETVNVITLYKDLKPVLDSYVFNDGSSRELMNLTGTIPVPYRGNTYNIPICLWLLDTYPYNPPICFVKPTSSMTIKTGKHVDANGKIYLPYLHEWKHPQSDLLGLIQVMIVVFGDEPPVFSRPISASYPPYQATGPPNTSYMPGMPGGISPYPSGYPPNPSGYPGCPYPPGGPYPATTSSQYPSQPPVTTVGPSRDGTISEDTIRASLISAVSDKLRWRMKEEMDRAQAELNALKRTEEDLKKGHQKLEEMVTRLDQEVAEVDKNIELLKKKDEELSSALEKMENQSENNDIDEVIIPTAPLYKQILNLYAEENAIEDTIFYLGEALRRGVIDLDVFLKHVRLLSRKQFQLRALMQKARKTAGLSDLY
#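 Fluorescence polarization binding of Tsg101 binding domain (10 uM final) to FITC-labeled PTAP peptide (50 nM final) in HEPES pH 7.5 buffer with NaCl, Tween 20, EDTA, TCEP. Compounds added before peptide; binding 20 min at RT.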
# PKM2 activator: qHTS Assay for Activators of Human Muscle isoform 2 Pyruvate Kinase; Pyruvate kinase PKM (Homo sapiens), P14618; Potency, µM (series often up to 57.5 µM), for inactives: at the highest dose activation, most hits filed as activators; hit rate 0.34% among 260,000; AID 1631, 2009; purified PKM2, Kinase-Glo ATP luminescence, activation; response scale: 0% is enzyme alone, no compound; note: potency is the fitted concentration of half-maximal effect; % is set by controls: 0 for no effect and ±100 for the full control effect; nearly all actives have a fitted effect of over 55% in size
# Target sequence (P14618 whole entry, looked up, canonical isoform): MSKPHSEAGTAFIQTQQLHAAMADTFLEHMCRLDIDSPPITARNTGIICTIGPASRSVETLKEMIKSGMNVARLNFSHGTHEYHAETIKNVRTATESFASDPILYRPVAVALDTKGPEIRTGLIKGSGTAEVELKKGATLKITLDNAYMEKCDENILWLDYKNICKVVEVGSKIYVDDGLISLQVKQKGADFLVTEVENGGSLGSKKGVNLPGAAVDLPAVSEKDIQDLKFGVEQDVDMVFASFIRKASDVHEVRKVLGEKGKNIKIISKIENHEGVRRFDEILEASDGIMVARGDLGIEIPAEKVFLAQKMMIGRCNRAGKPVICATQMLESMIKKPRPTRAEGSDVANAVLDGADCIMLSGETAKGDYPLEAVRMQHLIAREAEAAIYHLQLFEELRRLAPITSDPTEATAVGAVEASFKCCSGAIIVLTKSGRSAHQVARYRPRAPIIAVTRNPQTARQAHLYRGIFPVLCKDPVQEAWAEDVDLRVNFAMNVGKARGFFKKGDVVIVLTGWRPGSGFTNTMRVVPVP
#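 Kinase-Glo luminescence reports ATP generated from ADP (0.1 mM) and PEP (0.5 mM) by purified hPK-M2 after 1 h at room temperature, pH 7.2 imidazole buffer; intermediate enzyme activity allows detecting inhibitors and activators.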
# S-ASM inh: Inhibitors of Secretory Acid Sphingomyelinase (S-ASM): qHTS. placental ASM, HMU-PC fluorogenic substrate, 60 min. AID 504937, 2011. Potency, µM (doses to about 57.5 µM), for inactives: top-dose activity change, negative = inhibition, hits mostly inhibitors. Sphingomyelin phosphodiesterase (Homo sapiens), P17405. hit rate 0.006% among 340,000; note: potency is the fitted concentration of half-maximal effect
#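 HMU-PC0 cleavage (9 uM final) by human placental ASM, 60 min at 37 °C following 10 min compound exposure at RT; stopped at pH 10, fluorescence Ex 386/Em 447 nm.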
# Tb PFK inh: qHTS Assay to Find Inhibitors of T. brucei phosphofructokinase; ATP-dependent 6-phosphofructokinase (Trypanosoma brucei brucei), O15648; T. brucei PFK, ADP-Glo luminescence; Potency, µM (titrated, usually from 57.5 µM), inactives show at the highest dose activity, negative = inhibition, hits mostly inhibitors; hit rate 0.17% among 330,000; AID 485367, 2010;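 note: potency is the fitted concentration of half-maximal effect; 0% = uninhibited 1x PFK enzyme wells and -100% = no-enzyme wells; nearly all actives have a fitted effect of over 60% in size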
#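 Activity is normalized to no-enzyme wells (full inhibition) and 1.25 nM enzyme wells (no inhibition). Reaction: 0.5 mM F6P, 0.1 mM ATP, 45 min RT, ADP-Glo luminescence; concentration-response curves fitted and classed by quality.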
# a7 integrin act: qHTS for Activators of Integrin-Mediated Alleviation for Muscular Dystrophy. alpha7betagal myoblasts, beta-gal FDG fluorescence, 48 h. hit rate 0.064% among 350,000. Potency, µM (titrated, usually from 38.3 µM), without a hit: at the top dose activation, most hits filed as activators;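 note: potency is the fitted concentration of half-maximal effect; 100% = response of the positive control SU9516; nearly all actives have a fitted effect of over 60% in size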
#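 alpha7betagal+/- myoblasts (passage 13, 250/well) treated 48 h at 37C with compounds at 1:260 dilution of DMSO stock. Lysed, then beta-galactosidase activity read as FDG fluorescence (ex 480/em 540) after 30 min, with pre-read for autofluorescence.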
# Giardia killer: Small Molecules that selectively kill Giardia lamblia: qHTS; Giardia lamblia trophozoite viability; activity change, % at 7.66 µM, hits read low; hit rate 0.15% among 340,000; AID 540267, 2011; in the data active = activity change below about -80%; inconclusive = between about -30% and that limit;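 note: parasites exposed to compound for two days anaerobically before the ATP read; % is set by controls: 0 for no effect and ±100 for the full control effect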
#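 Viability, read as ATP luminescence: trophozoites at 100 cells/well, compound added, 48 hrs anaerobic at 37 deg C, then 15-30 min room-temperature development before reading.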
# Menin-MLL TR inh: qHTS Assay for Inhibitors Targeting the Menin-MLL Interaction in MLL Related Leukemias: Competition With Texas Red Labeled MLL-derived Mutant Peptide; hit rate 0.23% among 270,000; O00255; Potency, µM (series often up to 61.6 µM), for the others: top-dose FP activity change, negative = inhibition, usual class: inhibitors; Menin + Texas Red MLL mutant peptide, fluorescence polarization; AID 1768, 2009; active = well fitted inhibition curve with a large enough effect in the polarisation, with a control signal flat, not every such curve was filed as active; inconclusive = small, poorly fitted or top-dose-only effect, or effect the other way, or a change in a side signal; inactive = no such curve, though single readings can be large or run the other way; the % refers to the polarisation; note: potency is the fitted concentration of half-maximal effect; % of control where 0% means no effect; many of its hits are not listed in these tables
# * marks the source's active call; other numbers are inactive results; u = inconclusive; x = no result given; [ ] = remark or other dose. Unless noted, calls come from the whole dose curve; as a rule, active = well fitted curve in the direction sought with a large enough effect; inconclusive = small, poorly fitted or top-dose-only effect, or another doubt; inactive = no such curve, though single readings can be large; an effect the other way counts as inactive or inconclusive.
SMILES,BCR signal inh,B2AR arrestin,Coupling enz,GALK inh,TSG101-PTAP inh,PKM2 activator,S-ASM inh,Tb PFK inh,a7 integrin act,Giardia killer,Menin-MLL TR inh
CC(C)CC1C(C#N)=C(N)OC2=C1C(=O)CC(c1ccccc1)C2 (stereo not drawn),-1%,-0.2%,0,-1%,2%,-2%,-1%,0%,4%,1,-28%
CCN(C(=O)COC(=O)CSc1ccc(C)c(C)c1)C1CCS(=O)(=O)C1 (stereo not drawn),-1%,-1.0%,x,-1%,-3%,-3%,4%,-2%,23%,8,x
CCN(CC(=O)Nc1sc2c(c1C#N)CCCC2)CC(=O)NC1CCS(=O)(=O)C1 (stereo not drawn),-4%,-0.1%,-1,10%,4%,5%,-2%,0%,-14%,-5,-6%
COc1ccc(CNC(=O)CN(C(=O)c2snc(C(N)=O)c2N)c2ccccc2F)cc1,u,-0.3%,2,-5%,0%,0%,335%[activator],4%,-4%,4,-10%
COC(=O)c1ccc(NC(=O)c2ccc(N(C)S(C)(=O)=O)cc2)cc1,u,-0.4%,0,0%,-3%,0%,-1%,-1%,1%,4,u
COC(=O)/C=C(\C)N=Nc1c(O)[nH]c2ccccc12,u,0.3%,-8,0%,-3%,2%,-2%,19%,-5%,-7,x
COc1cc2c(-c3ccc4cc[nH]c4c3)c(-c3ccc(C#N)cc3)oc(=O)c2cc1OC,-2%,0.1%,x,x,-4%,x,30%,3%,-13%,-28,x
O=C(Cc1cccc2ccccc12)NNC(=O)c1cccs1,-5%,-0.3%,0,-1%,-3%,-4%,2%,-4%,-26%,-2,4%
O=[N+]([O-])/C=C1/CCCCCN1,0%,0.4%,1,0%,0%,0%,0%,4%,30%,3,5%
O=C(Nc1ncccn1)c1ccc(C(F)(F)F)cc1,u,0.0%,0,x,-3%,-11%,6%,4%,6%,-13,-13%
O=C(O)CCOc1ccc2c(c1)OCCO2,3%,-0.8%,1,4%,-10%,8%,2%,3%,40%,5,0%
O=C(O)c1cc2nc(-c3ccccc3)cc(-c3ccccc3)n2n1,-1%,2.3%,21,-1%,-2%,2%,11%,1%,-19%,-7,-3%
CC(=O)Nc1ccc(NC(=O)CSc2nc3nc(C)cc(C)c3c(=O)[nH]2)cc1,4%,-0.1%,x,3%,-4%,x,-1%,-1%,15%,14,x
COc1ccc(CCNC(=O)Cn2nc([N+](=O)[O-])c(Br)c2C)cc1OC,0%,0.0%,1,0%,-1%,0%,-3%,-17%,-14%,-7,13%
CCN(CC)CCSc1nnc(Nc2ccccc2)n1-c1ccccc1,9%,0.1%,2,-2%,-3%,-1%,2%,6%,22%,-10,-3%
Cc1cccc([C@@H]2[C@@H]3C(=O)N(Cc4ccccc4)C(=O)[C@@H]3[C@]3(C)C(=O)N(c4ccc(C(F)(F)F)cc4)C(=O)N23)c1,u,-2.2%,-6,x,-7%,-5%,u,-1%,-33%,-22,14%
Cc1ccc2c(c1)NC(=O)c1cc([N+](=O)[O-])ccc1O2,-1%,0.2%,2,1%,0%,-8%,-2%,-4%,4%,1,7%
COc1ccc2nc(SCC(=O)NC(C)c3ccccc3)[nH]c2c1 (stereo not drawn),u,0.0%,x,x,-1%,x,0%,12%,-12%,40[activator],x
O=C(CC1C(=O)NCCN1C(=O)Nc1ccccc1)Nc1ccc2c(c1)OCCO2 (stereo not drawn),-7%,0.4%,-2,-2%,-3%,-12%,-5%,-3%,15%[7.66 µM],3,12%
O=C(CSc1nnc(-c2cccnc2)o1)c1cc2ccccc2oc1=O,u,-0.2%,2,-2%,1%,20%,0%,-3%,-29%,-10,u
Cc1cc(-c2ccccc2)nc2cc(C(=O)NCc3ccco3)nn12,u,0.5%,1,-2%,-4%,7%,63%[activator],-26%,1%,-2,-12%
COCCN(C(=S)Nc1ccccc1OC)C1CCN(C(C)=O)CC1,9%,2.7%,1,1%,-3%,-17%,9%,-2%,-30%,-9,-6%
Cc1ccc(S(=O)(=O)Nc2nc3ccccc3s2)cc1[N+](=O)[O-],u,-1.1%,12,-4%,-3%,-15%,-2%,0%,-2%,-11,u
O=C(O)CCSc1nc(C(F)(F)F)cc(=O)n1-c1ccccc1,0%,0.2%,-2,-4%,-5%,0%,10%,-7%,12%,-4,-20%
Cc1ccc(S(=O)(=O)N2CCCC(C(=O)N3CCN(c4ccccc4)CC3)C2)cc1 (stereo not drawn),-3%,5.5%,0,1%,x,0%,-1%,1%,15%,10,-12%
CCOC(=O)Cc1csc(NC(=O)CSc2nc3sc(C(=O)O)c(C)c3c(=O)[nH]2)n1,-10%,-0.3%,11,-4%,-6%,-23%,-1%,0%,1%,5,-5%
CCCCCCCCCCCCCCCC[N+](C)(C)CCN(Cc1ccc(OC)cc1)c1ncccn1,-19%,-0.1%,-1,x,1%,x,u,4%,x,-10,-22%[24.8 µM]
COc1ccc(/C=N/Nc2ccccn2)cc1O,u,-0.4%,-4,0%,0%,11%,2%,0%,3%,-10,x
O=C(O)C1CCCCC1C(=O)Nc1ccc2c(c1)CCC2 (stereo not drawn),u,-0.3%,7,-5%,-7%,-2%,5%,-4%,15%,19,2%
CCc1ccc(NC(=O)CC2C(=O)NCCN2C(=O)c2ccccc2OC)cc1 (stereo not drawn),0%,-0.9%,3,4%,x,-4%,4%,-2%,-12%,14,2%
COc1cc(NC(=O)C2CCCN(S(=O)(=O)c3cnc[nH]3)C2)cc(OC)c1 (stereo not drawn),-8%,0.2%,4,4%,-1%,4%,3%,-1%,-15%,16,9%
COc1ccc(NC(=O)CSc2nc(-c3ccc(C)cc3)cc(C(F)(F)F)c2C#N)cc1,-2%,-0.1%,-1,x,-2%,-5%,9%,1%,-20%,8,u
Cc1ccc(/C=N/Nc2nncn2N)cc1,u,0.2%,2,-2%,-3%,x,1%,0%,-6%,-3,-7%
Cc1ccc(S(=O)(=O)c2cc3ccccc3oc2=O)cc1,0%,-0.1%,-1,4%,0%,23%,4%,-1%,3%,10,-24%
CC(C)Sc1nc2ccsc2c(=O)[nH]1,13%,-1.1%,0,-4%,-2%,3%,-4%,1%,-6%,21,-5%
CCSc1ccccc1C(=O)N1CCC2(CC1)CC(=O)c1ccccc1O2,u,0.1%,x,x,0%,x,0%,-3%,4%,-3,x

# Screening results as filed in PubChem BioAssay.

# The list is partial; rates above refer to the full screens.
